# Screening results (PubChem BioAssay)
# PTEN del growth: growth suppressors of cells with PTEN tumor suppressor deletion | HCT116 PTEN-null viability, CellTiter-Glo, 60 h; stronger effect = lower value | viability, % at 10 µM | 140,000 tested, 1.2% active;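 active = viability at or below a set limit, 4 SD under the median of all tested compounds, cut at about 3.7% in these data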;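 note: PTEN knockout HCT116 line with beta catenin targeted HCT116 as companion control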
# bCat KO growth: beta-catenin-lacking colon tumor cell growth suppression. AID 818. HCT116 beta-catenin knockout viability, CellTiter-Glo, 60 h; stronger effect = lower value. viability, % at 10 µM. 140,000 tested, 1.5% active;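 active = viability at or under a set limit, the compound median less 4 SD, cut at about 6% in these data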;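 note: 0% = Hyamine 1622 control at 20 µM and 100% = untreated cell control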
# NPY Y2 blocker: blocks the human neuropeptide Y Y2 receptor | inhibition, % at 2.7 µM | AID 793 | 140,000 tested, 0.99% active | NPY-Y2 expressing cells, antagonist mode | P49146; in the data active = inhibition above about 17%;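 note: 0% = vehicle with agonist challenge and 100% = reference antagonist with challenge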
# Target sequence (P49146 whole entry, looked up): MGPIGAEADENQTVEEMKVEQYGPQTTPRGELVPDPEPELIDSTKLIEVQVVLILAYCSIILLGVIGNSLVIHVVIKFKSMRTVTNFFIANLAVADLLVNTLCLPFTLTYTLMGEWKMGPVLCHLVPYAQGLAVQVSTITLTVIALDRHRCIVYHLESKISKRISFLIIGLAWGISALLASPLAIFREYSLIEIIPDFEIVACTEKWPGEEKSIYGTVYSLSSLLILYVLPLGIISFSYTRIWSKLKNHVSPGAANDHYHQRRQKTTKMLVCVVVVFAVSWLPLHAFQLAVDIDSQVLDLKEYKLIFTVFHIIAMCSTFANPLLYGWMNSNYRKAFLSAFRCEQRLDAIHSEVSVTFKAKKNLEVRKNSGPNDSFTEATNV
# E-sel TNF inh: TNF alpha driven E-selectin expression inhibition | HUVEC TNFa-induced E-selectin immunofluorescence, high content | 120,000 tested, 0.71% active | inhibition, % at 2 µM;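 active = inhibition above the batch mean plus 3 SD, and confirmed as a hit on visual image review, cut at about 43% in these data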;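 note: 0% = TNF-stimulated DMSO wells and 100% = unstimulated control wells; not every result past the cut was called active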
# GALR2 blocker: antagonists of human galanin receptor 2 (GALR2); O43603; GALR2-expressing cells, antagonist mode; inhibition, % at 4 µM; 140,000 tested, 0.39% active; in the data active = inhibition above about 27%;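 note: cells stimulated with galanin 1-16 at roughly its EC80; 0% = agonist challenge control and 100% = basal control without agonist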
# Target sequence (O43603 whole entry, looked up): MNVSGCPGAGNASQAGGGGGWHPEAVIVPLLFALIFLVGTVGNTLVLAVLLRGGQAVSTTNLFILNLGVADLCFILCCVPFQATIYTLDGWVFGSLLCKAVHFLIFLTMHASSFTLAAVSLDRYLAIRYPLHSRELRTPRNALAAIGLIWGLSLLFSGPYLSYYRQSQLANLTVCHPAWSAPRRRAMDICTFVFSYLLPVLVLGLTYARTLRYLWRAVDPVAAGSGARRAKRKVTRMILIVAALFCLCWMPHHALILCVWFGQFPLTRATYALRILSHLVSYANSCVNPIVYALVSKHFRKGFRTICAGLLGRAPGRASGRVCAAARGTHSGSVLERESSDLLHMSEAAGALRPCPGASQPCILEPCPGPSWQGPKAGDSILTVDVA
# MRP1 act: activators of MRP-1 | H69AR cells + doxorubicin, viability rescue, CellTiter-Glo | viability increase, % at 10 µM | 140,000 tested, 0.61% active | AID 799;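 active = viability gain under doxorubicin at or above a set limit, the compound median plus 3 SD, cut at about 4.7% in these data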;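 note: MRP-1 overexpressing cells given doxorubicin 25 µM after compound pretreatment; 18-22 h compound pretreatment then 72 h with doxorubicin before readout; 0% = doxorubicin-only wells and 100% = vehicle-treated cells without doxorubicin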
# Yeast life ext: yeast lifespan extension; 130,000 tested, 0.68% active; S. cerevisiae growth with nicotinamide, OD615; deaD strain in restrictive glucose medium; inhibition of the nicotinamide effect, % at 10 µM;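 active = inhibition above a set limit, placed 3 SD over the median of all compounds, cut at about 26% in these data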;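 note: 0% = nicotinamide-treated wells and 100% = cells grown without nicotinamide; some compounds called inactive have numbers as strong as hits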
#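 System: DeaD-strain S. cerevisiae / Buffer or medium: CSMM-D, restrictive glucose (dextrose) synthetic minimal medium / Probe or stimulus: nicotinamide, 1.5 mM, co-present with compound / Compound: one concentration, 10 µM, DMSO 0.25% / Incubation: 48 h compound exposure at 30 °C, humidified / Technique: optical density (absorbance) at 615 nm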
# Measles CPE: protection of cells from measles virus | Measles virus-infected cells, CPE protection, absorbance | protection (pct of control), % at 4 µM | 140,000 tested, 1.5% active; in the data active = protection mostly above about 24%, no sharp cut-off; inactive = mostly below about 26%; note: some compounds called inactive have numbers as strong as hits
# Yeast growth inh: chemicals that inhibit yeast BB579 growth in restrictive medium (lifespan-shortening candidates). AID 804. 140,000 tested, 0.51% active. S. cerevisiae BB579 growth, OD615, 48 h. inhibition, % at 10 µM;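 active = inhibition above a set limit, 3 SD over the mean compound inhibition, cut at about 44% in these data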; note: inactives centre near -24
#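 Material: Saccharomyces cerevisiae DeaD strain BB579, replicative lifespan model yeast; buffer or medium: CSMM-D restrictive synthetic medium containing dextrose (glucose); compound: 10 µM single dose, DMSO 0.25%; timing: 48 h compound exposure at 30 °C after 4 h preincubation; signal: turbidity as optical density at 615 nm; benchmarks: positive control amphotericin B 10 µg/mL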
# Phagocytosis inh: inhibitors of macrophage phagocytosis | inhibition, % at 5 µM | J774A.1 macrophage IgG-bead phagocytosis, imaging | 110,000 tested, 0.07% active | AID 1029;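 active = inhibition above the mean of the plate negative controls plus 5 SD, cut at about 13% in these data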;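 note: phagocytic index as fraction of beads internalized from green versus red external bead signal; plate controls were DMSO negative control for no effect and cytochalasin-D positive control for full effect; some results beyond the cut were filed as inactive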
# An asterisk follows results filed as active; / = no result given.
SMILES,PTEN del growth,bCat KO growth,NPY Y2 blocker,E-sel TNF inh,GALR2 blocker,MRP1 act,Yeast life ext,Measles CPE,Yeast growth inh,Phagocytosis inh
N#CC(C#N)=C1C=CC=CN1/C(=C\c1ccco1)C(=O)c1ccc(Br)cc1,4,6,8,/,65*,-6.0,-5,0,-25,1
Cc1[nH]c2ccccc2c1C(=O)C(=O)N1CC=C(c2ccccc2)CC1,62,61,6,/,1,-5.0,-5,4,0,-6
COC(=O)c1sc(NC(=O)C2c3ccccc3Oc3ccccc32)c(C(=O)OC)c1C,58,39,2,/,-6,-0.2,-3,6,-22,/
Cc1ccc(SCCNC(=O)/C=C/c2ccc(Cl)cc2)cc1,97,94,19*,0,-9,-1.2,-1,6,12,-7
Cc1ccc(C)c(N2CCN(C(=O)c3csc4ccccc34)CC2)c1,45,70,3,/,-8,-2.0,-7,10,-50,-6
C/C(CC(=O)Nc1cccc2c1CCCC2)=N\NC(=O)c1cccc2ccccc12,95,88,4,/,13,-2.1,1,5,27,-10
O=C(CSc1ncnc2c1cnn2-c1ccccc1)Nc1ccc2c(c1)OCO2,103,96,4,/,1,-0.7,-12,12,-46,/
O=C1c2ccccc2C(=O)N1Cc1cc(-c2ccccc2Cl)no1,103,94,4,-4,0,-1.2,-11,6,-67,/
COc1ccc(NC(=O)c2csc3c2CCCC3)cc1,71,68,4,24,-7,-0.9,-11,23,-75,0
O=C(Cn1cnc2c(cnn2-c2ccccc2)c1=O)Nc1cc(S(=O)(=O)N2CCOCC2)ccc1Cl,75,82,1,/,-18,-1.6,2,7,-22,-5
O=S1(=O)CCC(NC(=S)N2CCOCC2)C1 (centres undefined),98,98,2,/,-12,0.7,13,24,-38,3
CCOc1ccc(S(=O)(=O)n2nnc3ccccc32)cc1C,104,94,5,-29,-3,-1.8,-8,20,-9,-1
C/C(=N\NC(=O)Cc1ccc(F)cc1)c1ccc(F)cc1,94,99,1,/,3,-1.2,2,16,-31,0
CCc1cc(Br)ccc1NC(=O)C1CCCO1 (centres undefined),99,100,1,-23,4,-2.0,-10,24,-24,-1
O=C(Nc1ccc(Cl)c(Cl)c1)Nc1cc(S(=O)(=O)N2CCOCC2)ccc1N1CCCC1,24,37,0,/,15,-3.1,-2,10,-25,-15
Cc1ccc(C(=O)CC(C(=O)O)n2ccc(C)n2)cc1 (centres undefined),100,90,14,-14,0,-1.2,-6,30,-19,0
COc1ccc(S(=O)(=O)Nc2ccccc2C)cc1,38,46,-2,0,4,-3.9,-3,4,18,0
Cc1cc(OCC(=O)O)c2cccc(C)c2n1,101,87,3,-6,-3,-2.5,-9,21,-2,0
COc1nnc(-c2ccccc2)s1,96,94,0,-12,-2,-1.0,-3,13,-54,-1
CN1CCN(S(=O)(=O)c2cccc(C(=O)Nc3sc4c(c3-c3nc5ccccc5[nH]3)CCCC4)c2)CC1,27,48,1,/,-5,-3.2,0,24,-24,-6

# Looked up by structure from the entries so far, two records:
SMILES,PTEN del growth,bCat KO growth,NPY Y2 blocker,E-sel TNF inh,GALR2 blocker,MRP1 act,Yeast life ext,Measles CPE,Yeast growth inh,Phagocytosis inh
Cc1[nH]c2ccccc2c1C(=O)C(=O)N1CC=C(c2ccccc2)CC1,62,61,6,/,1,-5.0,-5,4,0,-6
C/C(CC(=O)Nc1cccc2c1CCCC2)=N\NC(=O)c1cccc2ccccc12,95,88,4,/,13,-2.1,1,5,27,-10

# Following part
SMILES,PTEN del growth,bCat KO growth,NPY Y2 blocker,E-sel TNF inh,GALR2 blocker,MRP1 act,Yeast life ext,Measles CPE,Yeast growth inh,Phagocytosis inh
Cc1ccc(N=Nc2c(=O)[nH]n3c(C)cc(C)nc23)cc1,77,73,1,-25,-7,-1.0,-12,17,7,/
COc1cccc(/C=N/NC(=O)C(=O)Nc2ccccc2OC(F)(F)C(F)F)c1O,12,13,3,/,14,-0.6,-1,13,-54,4
CC1CCN(C(C)C(=O)Nc2ccccc2-c2ccccc2)CC1 (centres undefined),77,74,13,1,0,-0.9,-14,10,-12,/
COc1ccc(C2(C(=O)N3CCCC3)CCOCC2)cc1OC,101,99,0,-13,7,-1.0,-1,13,-15,0
COc1ccc2cc(C(=O)OC(C)C)sc(=O)c2c1OC,82,91,2,21,6,-1.8,-6,9,6,/
O=C(N/C(=C\c1ccc([N+](=O)[O-])cc1)C(=O)N1CCCCC1)c1ccccc1Br,93,93,2,11,-7,-2.9,0,6,-32,-5
Cc1ccsc1C(=O)OCC(=O)Nc1c(C)n(C)n(-c2ccccc2)c1=O,90,98,1,/,0,-1.1,0,6,-35,-5
CCOC(=O)CC(C(=O)OCC)P(=O)(c1ccccc1)c1ccccc1 (centres undefined),91,91,3,-34,21,0.6,-3,9,-55,3
N=C(N)SCc1cn2ccccc2n1,76,72,2,/,-11,4.9*,9,1,-21,-9
NC(=O)c1ccccc1NC(=O)CN1CCOCC1,99,101,-2,21,5,-0.3,-3,7,-5,1
O=C(CC1SC(=O)N(Cc2ccccc2)C1=O)Nc1nccs1 (centres undefined),82,95,0,/,4,12*,-1,10,-39,-4
CCOC(=O)CN1C(=O)C(O)(CC(=O)c2ccc3c(c2)CCCC3)c2ccccc21 (centres undefined),91,92,7,5,7,-2.2,/,6,-46,/
O=C(Nc1c2c(nc3ccccc13)CCCC2)c1ccccc1F,84,94,3,-13,7,-1.6,-1,23,-7,-6
CCOC(=O)/C(C#N)=C/c1ccc(OCC(=O)Nc2ccc(C)c(C)c2)c(OC)c1,94,102,0,23,-4,-1.4,-2,5,6,2
Cc1cc(C)nc(NC(=O)c2cnc3sccn3c2=O)n1,113,104,0,/,-3,-2.4,-5,0,-26,0
C=CCSC1=NC(=O)/C(=C/c2cccs2)S1,108,95,-2,9,4,8.8*,21,3,24,-3
CCCC(C)NNC(=O)c1cc2ccccc2[nH]1 (centres undefined),76,83,2,19,5,-1.8,-2,9,-35,/
O=C(NN1C(=O)C2C3c4ccccc4C(c4ccccc43)C2C1=O)c1ccc(Cl)cc1 (centres undefined),98,79,0,6,-3,-2.7,0,28,-7,-8
Cc1ccc2c(c1)c(CC(=O)Nc1ccc(C)c(F)c1)c(C(=O)O)n2C,102,84,4,2,-5,-1.9,18,10,-37,1
COc1cccc(C(=O)Cn2c(Br)nc3c2c(=O)n(C)c(=O)n3C)c1,69,32,2,-9,7,-0.2,-11,30,-27,0
CCC(C)N(CCNC(=O)CC1Oc2ccccc2NC1=O)C1CCCCC1 (centres undefined),95,83,4,/,-3,-1.4,-13,6,-43,-1
Cc1ccc(F)cc1NC(=O)c1cccc2nccnc12,92,88,0,-4,13,-2.1,-11,4,-55,-1
Cn1nc(C(=O)NCc2ccco2)c2ccccc2c1=O,90,95,4,8,13,-2.3,-1,24*,-17,-1
O=C(CSc1ncn[nH]1)NN(c1ccccc1)c1ccccc1,96,101,2,/,3,2.3,-1,15,-12,-6
COc1cc(CO)cc(Br)c1OCc1cccnc1,108,109,7,0,2,1.0,3,16,-3,0
Cc1ccc(O)c(C2=NOC(O)(C(F)(F)F)C2)c1 (centres undefined),94,79,4,-19,7,-4.3,-22,7,2,-2
Clc1ccc(-c2csc3ncnc(Cl)c23)cc1,77,76,5,/,20,-6.1,-5,10,-33,-7
CC(=O)N1CCN(c2nc3cc4c(cc3nc2NS(=O)(=O)c2ccccc2)OCCO4)CC1,92,92,-3,8,10,-3.2,-12,2,-36,/
FC(F)(F)c1nnc2ccc(N3CCCC3)nn12,97,83,-3,-9,-9,2.6,-4,1,1,-1
CCOC(=O)CSc1ccc2nnc(-c3ccncc3)n2n1,96,96,0,/,3,-0.9,-4,11,-60,/
Cc1ccc(OC2=NS(=O)(=O)c3ccccc32)cc1,103,103,2,24,-16,-2.5,-6,28*,-44,-1
CCOC(=O)C(CC)(CC)/C(C)=N/NC(=O)CC#N,93,91,2,-5,2,-2.8,3,3,-5,-1
CCN(CC)CCNC(=O)c1c(O)c2cc(OC)c(OC)cc2[nH]c1=O,91,92,4,/,12,-1.5,-3,30,-37,/
CCOc1ccc(-n2nc(C(=O)NCCOC)c3ccccc3c2=O)cc1,107,103,1,2,14,-0.6,-16,5,-43,0
Cc1cc(OC(=O)c2ccc(Cl)cc2Cl)nc(C)n1,108,92,9,16,8,-0.2,10,9,-23,/
O=C(CN1CCCC1)Nc1ccc(Oc2ccc(NC(=O)CN3CCCC3)cc2)cc1,41,38,4,/,3,-3.7,-4,8,-10,3
CC(=O)N(Cc1ccc(F)cc1)C1=C(NCc2ccccc2)C(=O)c2ccccc2C1=O,1.2*,1.4*,2,16,2,-5.8,-1,14,-9,/
COc1ccc(-c2cc3n(n2)CCc2nc4ccccc4n2-3)cc1,80,86,-2,-18,5,-3.8,-11,9,7,0
C=CCOc1nc(N(C)C)nc(N(C)C)n1,99,99,3,-10,-3,1.8,-3,17,-22,-2
FCCCOc1ccc(-c2ccnc(-c3ccccc3)n2)cc1,95,101,5,-16,-28,2.8,-26,10,-38,0
CN(C1CCCCC1)S(=O)(=O)c1ccc(-n2cnnn2)cc1,96,96,0,-1,18,-2.2,-2,6,-40,0
COCc1cc(/C=N\NC(=O)Cc2ccc(Cl)cc2)ccc1OC,99,92,7,/,7,-0.4,2,12,-22,0
COc1cccc(/C=N/N2CCN(c3ccccc3OC)CC2)c1,91,96,0,-37,-3,3.0,-6,49*,-8,-1
Cc1ccc(C(=O)Nc2nc(-c3cc(Cl)sc3Cl)cs2)cc1,57,43,3,-1,-4,-1.7,-6,29,-17,-1
CCCCN(C(=O)CNC(=O)c1ccco1)C(C(=O)NC1CCCCC1)c1ccc(OC)cc1OC (centres undefined),81,82,5,/,-3,-0.7,-4,6,-3,0
N#Cc1cc(NC2CCCC2)c([N+](=O)[O-])cc1C#N,82,89,1,/,0,-3.2,3,7,-37,1
CCOC(=O)N1CCN(Cc2nc3c(c(=O)n(C)c(=O)n3C)n2Cc2cccc(C)c2)CC1,99,89,7,/,1,-1.1,4,20,-52,0
Cc1cc(NC(=O)CCC(=O)N(c2ccccc2)C(C(=O)NCC2CCCO2)c2cccnc2)no1 (centres undefined),92,101,0,-32,-2,-3.1,-14,6,-11,-3
CCc1ccc2[nH]c(=O)c(CN(CCCO)C(=O)NCc3ccccc3)cc2c1,88,103,5,6,-16,-0.7,-11,6,1,-1
COc1ccc(CCNC(=O)CSc2nc3c(c(=O)n(C)c(=O)n3C)n2C)cc1OC,98,106,-3,9,13,0.1,/,14,-16,/
COc1ccc(/C=C/C(=O)c2ccc(C)c([N+](=O)[O-])c2)cc1O,1.4*,1.2*,3,-2,-12,-5.6,-6,13,-7,1
Cc1ccc(C(=O)CSc2nc(-c3ccccc3)ccc2C#N)cc1,76,80,7,/,18,-1.1,-1,14,-31,/
O=c1[nH]c(/C=C/c2ccccc2OC(F)F)nc2c1cnn2-c1ccccc1,29,40,4,/,-11,-2.6,4,3,-32,/
Cc1ccc(C(=O)C(C)OC(=O)c2ccccc2[N+](=O)[O-])cc1 (centres undefined),93,79,2,/,-22,-2.1,-1,7,-50,-3
